Assay outcomes (PubChem BioAssay)
DENV2 CPE rescue = protects cells from dengue virus 2 cytopathic effect. CPE inhibition, % at 9.99 µM. hit rate 1.7% among 350,000. DENV2-infected cells, cytopathic effect rescue, plate reader. AID 651640; in the data active means CPE inhibition above about 20%, passing the limit was not always enough; inconclusive means no clear call, values can overlap the other calls; tested in BHK-21 cells;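 further: 0% = median of neutral control wells and 100% = median of positive control wells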
Xi reactivation = X-chromosome reactivation activator | XiGFP mouse fibroblasts, % GFP-positive cells imaging, 3 d; cells co-treated with 5-aza-dC sensitizer; scaled so ellipticine positive control = 100% | AID 743238 | activation, % at 7.58 µM | hit rate 0.055% among 360,000;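 active means mean normalized replicate activation at least 10% and every replicate at or above 10%; inconclusive means only one of the two criteria met; inactive means mean below 10% and not all replicates reach 10%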;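 further: 0% = median of on-plate neutral control wells and 100% = ellipticine 6 µM median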
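Material: XiGFP fibroblasts, SV40-immortalized. Buffer or medium: DMEM plus 5-aza-dC sensitizer. Compound: single concentration per compound, delivered by pin transfer. Times: 3 days compound exposure. Controls: ellipticine 6 µM.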
ERp5 block = ERp5 (human) disulfide isomerase inhibition | ERp5 insulin aggregation, absorbance 650 nm, 90 min | inhibition, % at 9.99 µM | Q15084 | hit rate 0.05% among 350,000 | AID 651711;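 active means mean replicate inhibition above about 25%, with every replicate also reaching it, limit read from the data, passing the limit was not always enough; inconclusive means only one of those two criteria met; inactive means neither criterion met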
Target sequence (Q15084 whole entry, looked up): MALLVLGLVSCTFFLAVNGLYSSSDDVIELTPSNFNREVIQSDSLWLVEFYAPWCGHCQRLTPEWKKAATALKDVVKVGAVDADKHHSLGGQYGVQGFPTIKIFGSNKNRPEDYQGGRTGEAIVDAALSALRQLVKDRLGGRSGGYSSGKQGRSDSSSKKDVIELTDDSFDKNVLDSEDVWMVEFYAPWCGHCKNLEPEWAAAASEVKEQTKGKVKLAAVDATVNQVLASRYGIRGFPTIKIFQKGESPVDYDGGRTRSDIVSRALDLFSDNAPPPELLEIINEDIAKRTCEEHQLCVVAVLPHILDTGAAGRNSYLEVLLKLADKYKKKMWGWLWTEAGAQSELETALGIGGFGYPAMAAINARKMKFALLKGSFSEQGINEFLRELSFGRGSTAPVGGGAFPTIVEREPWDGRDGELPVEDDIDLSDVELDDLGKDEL
INS-1E GSIS act = primary screen for activators of insulin secretion dependent on glucose, INS-1E cells, GLuc reporter luminescence; activation, % at 16.6 µM; INS-1E GLuc reporter insulin secretion, 2-3 h; AID 743287; hit rate 0.61% among 370,000;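 active means lowest replicate activation of at least 40%, so every replicate reaches that level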;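 further: 0% = median of neutral control wells and 100% = median of IBMX positive control wells; some compounds called inactive have numbers as strong as hits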
EWS-Fli block = EWS/Fli transcriptional activity inhibition | A673 NR0B1-luciferase reporter, viability-normalised | inhibition, % at 12.6 µM | hit rate 0.67% among 350,000 | AID 651661;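 active means mean inhibition of at least 50% after viability correction, with every replicate also passing that limit; inconclusive means mean reaches 50% but only one of two replicates passes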;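 further: firefly luciferase signal divided by Alamar Blue viability fluorescence both relative to DMSO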
F508del corr = CFTR F508del correction in bronchial cells; CFBE cells, YFP halide quenching; stimulated with forskolin plus potentiator P3; % fluorescence drop versus neutral controls; activity (quench increase), % at 7.58 µM; hit rate 0.36% among 350,000;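 active means mean added fluorescence quench of at least 8% versus neutral control, with both replicates also reaching 8%; inconclusive means only one of the mean or replicate conditions met; inactive means mean below 8% and not both replicates reaching 8%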;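 further: cells transiently co-express mutant CFTR-F508del with the halide-sensitive YFP; corrector assay measuring rescue of mutant channel to the surface after 24 h compound exposure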
ARNT-TACC3 inh = ARNT/TACC3 interaction disruption; Q9Y6A5; AlphaScreen His-ARNT PAS-B/GST-TACC3 binding, luminescence; TACC3 fragment carries E629A point mutation; inhibition, % at 9.99 µM; hit rate 0.66% among 390,000;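 active means mean inhibition of replicates at least 50% and at least half of replicates each reaching 50%; inconclusive means half or more replicates reach 50% but mean below 50%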;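 further: 0% = complete ARNT plus TACC3 wells and 100% = ARNT alone without TACC3; many hits fall short of the cut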
PAX8 reporter = PAX8 transcriptional activity inhibition. RMG-I TPO-luciferase reporter, SteadyGlo, 24 h. inhibition, % at 12.6 µM. hit rate 1.2% among 360,000. AID 652154;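 active means mean replicate inhibition at least 60% with every replicate also reaching 60%; inconclusive means only one of the two criteria is met; inactive means mean below 60% and not all replicates reaching 60%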;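 further: luciferase light reporting Pax8 driven TPO promoter activity; plate controls were median of neutral control wells for no effect and mitoxantrone controls for full effect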
The depositor's hits bear a star; ? = inconclusive; nt = not tested or not shown.

Every second line gives: DENV2 CPE rescue, Xi reactivation, ERp5 block, INS-1E GSIS act, EWS-Fli block, F508del corr, ARNT-TACC3 inh, PAX8 reporter
Cc1ccc(NC(=O)c2ccc3c(c2)C(=O)N(Cc2cccnc2)C3=O)c(C)c1
  -4, 0.3, 1, 1, -8, -4.1, -2, -8
OCOCCCn1c(C2CCCN2c2nc(-c3ccc(F)cc3)cs2)nc2cc(Cl)c(N3CCCCC3)cc21 (configuration not stated)
  nt, 0.0, 3, 15, 3, 2.0, 4, 34
Cc1ccc(NC(=O)CNc2cc(S(=O)(=O)N3CCOCC3)ccc2N2CCOCC2)cc1S(=O)(=O)N(C)C
  0, 0.0, 4, -8, 3, -0.3, -3, nt
CCCC(=O)Nc1ccc2c(c1)C(=O)N(C)[C@H]1CC[C@H](CC(=O)NC3CCCC3)O[C@@H]1CO2
  -8, 0.3, 5, 18, 6, -0.1, -4, -12
CC(=O)N1c2ccc(S(=O)(=O)NCC3CCC(C(=O)NCc4ccc(C)o4)CC3)cc2CC1C (configuration not stated)
  6, 0.0, 3, -10, nt, -1.4, -6, 9
COC(=O)c1ccc(Nc2cc(C)nc3ccc(C)cc23)cc1
  1, -0.1, nt, nt, 19, ?, -2, 24
CCN(CC)CCCNC(=O)c1sc2ncn(CC(=O)Nc3ccc(C)c(Cl)c3)c(=O)c2c1C
  2, 0.0, -6, 23, 2, -3.3, nt, 0
CN1CCN(C(=O)/C(C#N)=C/c2ccc(OC(F)F)cc2)CC1
  5, -0.1, 14, 5, 2, 0.4, 2, 17
CN(C)CCCNC(=O)C[C@@H]1C=C[C@@H](NS(=O)(=O)c2ccc(F)cc2)[C@H](CO)O1
  7, 0.5, 0, nt, 1, -1.9, -6, -10
O=C(COc1ccccc1)N1CCN(c2ccc([N+](=O)[O-])c(N3CCCCC3)c2)CC1
  4, nt, -6, 7, 9, 0.8, 6, nt
CC(C)c1nnc(NC(=O)C2CCCO2)s1 (configuration not stated)
  -1, 0.1, 5, 13, -20, -3.2, -11, -26
CC(=O)N1CCN(C(=O)COc2ccc3oc4c(c3c2)CCCC4)CC1
  -11, 0.2, -1, -14, -1, -6.1, 1, 6
CN1c2ccc(-c3ccccc3F)cc2[C@@H]2[C@@H](CCN2C(=O)c2cccc(F)c2)[C@@H]1CO
  76*, 0.2, nt, -9, -6, -1.9, 2, 3
COc1ccc2c3c([nH]c2c1)[C@@H](CO)N(C(=O)c1ccc(F)cc1)CC31CCN(C(=O)Nc2ccc(F)cc2)CC1
  -4, 0.4, 7, -6, 3, 0.8, nt, -15
O=C(Nc1ccccc1Cl)OC1CCCCC1
  -6, 0.0, 0, -15, -48, 1.4, -3, -36
COC(=O)C1CCN(C(=O)COC(=O)C2CCN(S(=O)(=O)c3ccc4c(c3)OCCO4)CC2)CC1
  -4, 0.1, -3, 12, -6, -2.5, -12, 3
COc1ccccc1NC(=O)N1C[C@H](O)COC[C@H]2O[C@@H](CC(=O)NCCc3ccccc3)CC[C@@H]21
  9, 0.1, -16, -5, -10, -4.3, -10, 0
COC(=O)/C(C#N)=C/c1c(N2CCN(c3ccccc3)CC2)nc2c(C)cccn2c1=O
  4, 0.0, 1, 3, 18, -0.9, 1, 10
COc1ccccc1CN1CCNC(=O)C1CC(=O)NCCCN1CCOCC1 (configuration not stated)
  1, 0.1, 0, 4, -8, 1.1, nt, -5
O=C(NNc1nc2c(F)cccc2s1)c1ccccc1
  -5, 0.0, -9, -9, 8, -1.0, -2, 2
COc1ccc2c(-c3ccccc3)cc(SCC(=O)NC3CCS(=O)(=O)C3)nc2c1 (configuration not stated)
  2, 0.0, -2, -22, 9, 3.2, nt, 16
O=C(O)C(Cc1ccccc1)Nc1ccc([N+](=O)[O-])cc1[N+](=O)[O-] (configuration not stated)
  3, 0.2, 2, -16, -32, 0.9, -1, -35
N#CC(=C1NC(=O)c2ccccc21)c1nc2ccccc2n1CCO
  ?, 0.0, -7, 3, -44, 2.4, nt, -14
CN1CCN(C(=O)C[C@H]2CC[C@@H]3[C@H](COC[C@H](O)CN3S(=O)(=O)c3cccc(F)c3)O2)CC1
  0, 0.0, 0, -5, 4, -0.7, -15, -8
C/C(CC(=O)Nc1ccc(N(C)C)cc1)=N\NC(=O)c1ccccc1O
  5, 0.0, 3, -3, -8, -2.6, 7, -13
CCSc1ccc2nnc(-c3ccc(F)cc3)n2n1
  -12, nt, 0, 61*, -9, -1.5, 3, nt
CS(=O)(=O)Nc1ccc(Oc2ncccn2)cc1
  1, 0.0, 5, 15, 4, 0.8, -12, 0
O=C1CCN(Cc2ccccc2)S(=O)(=O)c2ccc(F)cc21
  -4, 0.0, 7, -9, -2, -1.0, 0, -22
CCOC(=O)N1CCN(CC(=O)c2ccc3c(c2)CCN3C(C)=O)CC1
  3, 0.1, -10, 28, 4, -0.2, -3, -3
CC(=O)N1[C@H](CO)[C@@H](c2ccccc2)C12CN(C(=O)c1ccc3c(c1)OCO3)C2
  55*, 0.0, 1, -12, 1, 0.0, nt, nt
Cc1cc(C)c(S(=O)(=O)N2CCN(C(=O)c3c(C)nn(-c4ccccc4)c3Cl)CC2)c(C)c1
  -7, 0.4, -3, -17, 20, 1.5, 10, 30
C[C@@H]1CN([C@H](C)CO)C(=O)c2cc(C#Cc3ccccn3)cnc2O[C@H]1CN(C)C(=O)CCN1CCCCC1
  ?, -1.1, 1, -1, 3, -1.2, -3, nt
C[C@H]1CN([C@@H](C)CO)C(=O)c2cc(NC(=O)Nc3ccc(F)cc3)ccc2O[C@H]1CN(C)Cc1ccc(Cl)c(Cl)c1
  5, nt, -2, nt, -1, 2.3, nt, 8
Cc1ccc(-c2cc(C(=O)NC3CCCC3)no2)cc1
  -4, 0.0, 4, 18, -23, 2.6, -7, -231
COc1ccc(S(=O)(=O)NCC2CCCN(CC(C)(C)C)C2)cc1 (configuration not stated)
  -7, -0.5, -1, -19, -4, -1.3, -2, 18
COc1ccc(CNC(=O)c2cccnc2SC)cc1OC
  -4, 0.0, 8, -20, 8, -2.7, -2, -15
Cc1ccc2nc(Cl)c(/C=N/Nc3nc(C)cc(C)n3)c(=O)n2c1
  2, 0.0, 2, 27, 17, 1.6, 46*, 1
CCCNC(=O)NC[C@@H]1[C@H](c2ccc(C3=CCCC3)cc2)[C@@H](CO)N1C(=O)CC
  -3, 0.5, 2, 6, -6, 6.6, 1, -7
O=C(Nc1ccc([N+](=O)[O-])cc1)Nc1ccc(Cl)cc1F
  ?, 0.1, -1, -2, -7, 0.2, 1, 2
CC(C)(O)C#Cc1ccc([C@H]2[C@H]3CN(S(C)(=O)=O)CCCCN3[C@H]2CO)cc1
  12, 0.0, -4, 10, -3, -0.3, -2, 12
Cc1cccn2c(=O)cc(COC(=O)C(C)Oc3ccccc3)nc12 (configuration not stated)
  -7, 0.0, 7, 8, 5, -3.2, -5, 5
O=C(NC1(C(F)(F)F)NC(=O)N(c2ccccc2)C1=O)c1cccs1 (configuration not stated)
  nt, 0.0, nt, -8, nt, nt, 2, 14
O=C(NCc1n[nH]c(=S)n1-c1ccccc1)c1cccs1
  2, 0.0, 0, -4, 5, 0.6, -5, -15
COc1cccc(C(C(=O)NC2CCCC2)N(C(=O)c2ccco2)c2ccc(C(C)=O)cc2)c1OC (configuration not stated)
  5, 0.1, 2, 6, -5, 2.4, -3, -1
CN(NC(=O)c1ccc(Cl)cc1Cl)C1=NS(=O)(=O)c2ccccc21
  -1, 0.3, 3, -5, 2, 0.8, 4, -2
O=C(NCc1ccccc1F)C(=O)NCC1CCCN1S(=O)(=O)c1ccccc1 (configuration not stated)
  nt, 0.0, 1, 5, -4, -0.9, 1, -5
COCCN(C(=O)CSc1nn(-c2ccc(F)cc2)c(=S)s1)c1c(N)n(CC(C)C)c(=O)[nH]c1=O
  -4, 0.0, 2, -7, 3, -4.1, 0, -5
Cc1cccc(CS(=O)(=O)Cc2ccc(C(=O)NC3CCCCCC3)o2)c1
  3, 0.0, 4, -6, -3, 0.9, -5, 17
CCCCCCCCn1c(=O)c(C(=O)OC)c(N)c2ccccc21
  -11, 0.3, -2, -48, 10, 2.2, nt, 4
O=C(Nc1cccc(C(F)(F)F)c1)c1cc2ncc(Br)cn2n1
  7, nt, -8, 4, -7, -1.5, 0, nt
Cc1ccc(OCC(=O)N(C)CC(=O)Nc2ccc(F)cc2)c([N+](=O)[O-])n1
  -1, 0.1, 3, -7, 4, nt, nt, -8
CC1COc2c3ccccc3nn21 (configuration not stated)
  1, 0.0, 7, 4, -21, -3.7, nt, 10
CCC(C)NC(=O)C1CCN(S(=O)(=O)c2ccc3c(c2)CC(C)N3C(C)=O)CC1 (configuration not stated)
  1, 0.2, 3, -5, -2, -3.0, -4, 15
Cc1ccc(Nc2cnn(C34CC5CC(CC(CC(=O)O)(C5)C3)C4)c(=O)c2Cl)cc1
  3, nt, 2, -3, 10, 0.4, -4, nt
CC(C)CC#Cc1ccc2c(c1)O[C@@H](CN(C)Cc1cccnc1)[C@@H](C)CN([C@H](C)CO)S2(=O)=O
  9, -0.5, -3, -25, 4, -1.7, nt, nt
Cc1ccc(NC(=O)CSCc2ccco2)cc1
  -7, 0.0, 0, 13, -39, nt, -3, -156
O=C(C[C@H]1CC[C@@H]2[C@H](COC[C@H](O)CN2C(=O)Nc2cccc(Cl)c2)O1)N1CCCCC1
  -4, 0.1, 0, -22, -28, 2.1, 0, 7
C/C(=N\NC(=O)CCc1ccc(S(=O)(=O)N2CCOCC2)cc1)c1ccccc1Cl
  -4, 0.3, 4, 18, -2, -3.7, 1, -15
CO[C@H]1CN(C)C(=O)c2cc(NC(=O)Cc3ccccc3)ccc2OC[C@@H](C)N(CC2CC2)C[C@H]1C
  12, 0.3, 2, 8, 6, -2.0, -1, -7
Cc1cc(C(=O)CSc2nnc(C3CC3)n2C2CC2)c(C)n1C(C)C
  -3, 0.1, 11, 6, -23, -1.9, -1, -130

(continued)
Every second line gives: DENV2 CPE rescue, Xi reactivation, ERp5 block, INS-1E GSIS act, EWS-Fli block, F508del corr, ARNT-TACC3 inh, PAX8 reporter
O=C1CN(S(=O)(=O)c2ccccc2C(F)(F)F)CCN1
  -5, 0.0, -4, 35, -1, -1.7, 0, 18
O=C(O)c1ccc(COc2ccccc2/C=C2\NC(=O)N(Cc3ccccc3F)C2=O)cc1
  1, 0.0, 5, 12, 14, 0.2, 11, -2
Cc1cc(=O)oc2cc(OCC(=O)NCCCN3CCCC3=O)c(Cl)cc12
  0, 0.0, 7, 9, 4, 1.8, 2, 0
c1ccc(-c2noc(CN3CCN(c4ccccc4)CC3)n2)cc1
  16, 0.3, -6, -8, -5, 0.1, -5, -10
COc1ccc(C(NC(=O)CN2C(=O)NC3(CCc4ccccc43)C2=O)c2ccccc2)cc1 (configuration not stated)
  11, 0.1, 0, -53, 9, 1.0, 0, 21
COc1ccc(C(=O)N2CCN(Cc3ccccc3[N+](=O)[O-])CC2)cc1
  -2, 0.2, 4, -10, 4, 0.8, nt, 13
CSCc1c(C(=O)NCCc2ccccn2)oc2ccccc12
  0, 0.0, 3, 8, -9, 2.1, 1, -11
COc1ccc2c3c(n(C)c2c1)[C@H](CO)N(C(=O)c1ccc(F)cc1)CC31CCN(C(=O)Nc2ccc(F)cc2)CC1
  4, 3.9, 0, -1, 6, -0.7, nt, 16
COc1ccc(S(=O)(=O)Nc2ccc3c(c2)C(=O)N([C@@H](C)CO)C[C@@H](C)[C@H](CN(C)C(=O)Nc2cccc4ccccc24)OCCCC[C@@H](C)O3)cc1
  -15, -0.1, nt, -15, -4, 0.2, 4, -7
